Screening results deposited in PubChem BioAssay by National Center for Advancing Translational Sciences (NCATS).
TrxR1 substrate – qHTS Assay for Substrates of Mammalian Selenoprotein Thioredoxin Reductase 1 (TrxR1): qHTS; Thioredoxin reductase 1, cytoplasmic (Rattus norvegicus), O89049; purified TrxR1 substrate turnover, NADPH consumption readout; Potency, µM (doses to about 114 µM), without a hit: at the top dose activity change, negative = substrate turnover; 390,000 compounds, 0.01% hits; AID 588456, 2011; further: on the % scale 0 is the no-effect control and ±100 the full control effect; nearly all actives have a fitted effect of over 50% in size
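Rat TrxR1, dispensed at 90 nM, was prereduced with 400 uM NADPH (final) for 5 min at ~22 deg C, then incubated with compound 15 min before 400 uM selenite. A first-read NADPH fluorescence drop versus no-compound background flagged substrates.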
Vif-APOBEC3F blk – qHTS for Inhibitors of Vif-A3F Interactions: qHTS | HeLa A3F-eYFP + Vif (tagged APOBEC3F with the HIV-1 protein that degrades it), YFP fluorescence increase | Potency, µM (top dose mostly 46.1 µM), for the others: at the highest dose activity, negative = active | 390,000 compounds, 0.2% hits | AID 602313, 2012; further: % of control where 0% means no effect; nearly all actives have a fitted effect of over 65% in size
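Fluorescence increase (Ex 488/Em 500-530) after overnight compound treatment at 37 deg C flags inhibition of Vif-driven A3F-eYFP loss in stable HeLa A3F-eYFP/Vif cells seeded overnight beforehand.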
12-LOX inh – Primary qHTS assay for inhibitors of human arachidonate 12S-lipoxygenase (ALOX12): Round 2; Polyunsaturated fatty acid lipoxygenase ALOX12 (Homo sapiens), P18054; purified 12hLO, xylenol orange hydroperoxide absorbance; Potency, µM (series often up to 108 µM), inactives show at the highest dose activity change, negative = inhibition, most hits filed as inhibitors; 580,000 compounds, 1.1% hits; AID 1671190, 2021; further: on the % scale 0 is the no-effect control and ±100 the full control effect
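Hydroperoxide product was detected by ferrous iron/xylenol orange as the 573 to 405 nm absorbance ratio. Arachidonic acid at 40 uM (final) was turned over for 30 min at room temperature by 150 nM human 12hLO, pH 7.0 Hepes buffer, after 15 min compound preincubation.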
IDH1 R132H inh – qHTS for Inhibitors of mutant isocitrate dehydrogenase 1 (IDH1): qHTS; Isocitrate dehydrogenase [NADP] cytoplasmic (Homo sapiens), O75874; IDH1-R132H enzyme, NADPH consumption, diaphorase/resazurin fluorescence; Potency, µM (doses to about 76.6 µM), inactives show at the highest dose activity change, negative = inhibition, usual class: inhibitors; 390,000 compounds, 0.093% hits; further: on the % scale 0 is the no-effect control and ±100 the full control effect; nearly all actives have a fitted effect of over 65% in size
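IDH1-R132H (0.5 ug/mL) preincubated 30 min with compound, then NADPH (0.016 mM) and alpha-KG (2 mM) added; 80 min at RT, pH 7.5. Remaining NADPH coupled via diaphorase/resazurin to fluorescence (540/590 nm); concentration-response curves normalized to no-enzyme control.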
RGS4 inhibitor – Inhibitors of Regulator of G Protein Signaling (RGS) 4: qHTS. Potency, µM (titrated, usually from 114 µM), inactives show at the top dose activity change, negative = inhibition, hits mostly inhibitors. 390,000 compounds, 0.039% hits. Transcreener GDP fluorescence polarization, RGS4-accelerated GTP hydrolysis; further: on the % scale 0 is the no-effect control and ±100 the full control effect; nearly all actives have a fitted effect of over 75% in size; some results filed as inactive show a strong effect at the top dose
Target sequence (P49798 whole entry, looked up): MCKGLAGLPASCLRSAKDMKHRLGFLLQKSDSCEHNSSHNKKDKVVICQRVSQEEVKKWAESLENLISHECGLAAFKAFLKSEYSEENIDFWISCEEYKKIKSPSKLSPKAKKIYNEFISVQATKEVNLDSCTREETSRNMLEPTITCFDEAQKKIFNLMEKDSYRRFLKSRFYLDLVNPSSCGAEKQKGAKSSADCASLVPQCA
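MLSMR compounds (23 nl, pin-transferred) preincubated 10 min at room temperature with a 500nM (2x) first reagent, then RGS4 at 900nM (2x) plus Transcreener GDP mix added; fluorescence polarization (620/688 nm) read before and after 90 min at 30 °C.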
Vif-A3G inh – qHTS for Inhibitors of Vif-A3G Interactions: qHTS; HeLa A3G-eYFP + Vif (tagged APOBEC3G with the HIV-1 protein that degrades it), YFP fluorescence, overnight; DNA dC->dU-editing enzyme APOBEC-3G (Homo sapiens), Q9HC16; Potency, µM (series often up to 46.1 µM), without a hit: at the top dose activity, negative = active, most hits filed as inhibitors; 410,000 compounds, 0.076% hits;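 further: on the % scale 0 is the no-effect control and ±100 the full control effect; nearly all actives have a fitted effect of over 60% in size; hits raise eYFP signal because A3G escapes Vif-driven loss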
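HeLa cells stably expressing Vif and C-terminally eYFP-tagged A3G, seeded overnight at 37 deg C, then exposed to compound by pintool overnight at 37 deg C. Rise in yellow fluorescence (Ex 488/Em 500-530, Acumen) marks blocked Vif-driven A3G degradation.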
USP1-UAF1 inh – Inhibitors of USP1/UAF1: Primary Screen; Ubiquitin carboxyl-terminal hydrolase 1 (Homo sapiens), O94782; recombinant USP1/UAF1, Ub-Rhodamine cleavage fluorescence; Potency, µM (doses to about 57.1 µM), inactives show top-dose activity change, negative = inhibition, actives largely listed as inhibitors; 390,000 compounds, 0.23% hits; AID 743255, 2014; further: on the % scale 0 is the no-effect control and ±100 the full control effect; nearly all actives have a fitted effect of over 60% in size; inactives centre near -12
Target sequence (O94782 whole entry, looked up): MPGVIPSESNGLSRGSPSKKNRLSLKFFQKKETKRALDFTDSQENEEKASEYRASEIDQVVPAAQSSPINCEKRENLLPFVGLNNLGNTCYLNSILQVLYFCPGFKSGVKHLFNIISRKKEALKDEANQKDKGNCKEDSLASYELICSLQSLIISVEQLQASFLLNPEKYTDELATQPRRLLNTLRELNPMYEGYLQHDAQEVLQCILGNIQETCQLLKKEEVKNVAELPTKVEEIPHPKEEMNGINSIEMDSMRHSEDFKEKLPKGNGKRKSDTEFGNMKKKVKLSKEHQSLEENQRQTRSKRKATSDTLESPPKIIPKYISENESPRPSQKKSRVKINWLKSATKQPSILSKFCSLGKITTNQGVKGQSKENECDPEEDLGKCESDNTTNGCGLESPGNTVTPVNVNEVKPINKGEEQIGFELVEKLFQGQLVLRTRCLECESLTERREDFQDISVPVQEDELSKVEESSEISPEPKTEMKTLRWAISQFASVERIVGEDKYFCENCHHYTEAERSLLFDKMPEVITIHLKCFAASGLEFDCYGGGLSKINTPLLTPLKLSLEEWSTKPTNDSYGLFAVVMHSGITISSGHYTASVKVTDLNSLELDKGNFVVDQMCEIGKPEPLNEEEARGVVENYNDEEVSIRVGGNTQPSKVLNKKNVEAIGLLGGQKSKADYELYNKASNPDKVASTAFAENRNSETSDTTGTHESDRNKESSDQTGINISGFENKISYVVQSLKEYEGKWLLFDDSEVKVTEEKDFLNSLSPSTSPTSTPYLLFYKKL
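1 nM enzyme complex + cpd, 15 min RT; start with Ub-Rho 150nM final; kinetic fluorescence ex 480/em 540, 6 reads q60 s. Buffer 50mM HEPES pH 7.8, 0.5mM EDTA, 0.1 mg/ml BSA, 1mM TCEP, 0.01% Tween-20.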
rTrxR1 inhibitor – qHTS Assay for Inhibitors of Mammalian Selenoprotein Thioredoxin Reductase 1 (TrxR1): qHTS; Thioredoxin reductase 1, cytoplasmic (Rattus norvegicus), O89049; recombinant rTrxR1, NADPH fluorescence consumption, selenite substrate; Potency, µM (titrated, usually from 114 µM), without a hit: at the top dose activity change, negative = inhibition, actives largely listed as inhibitors; 390,000 compounds, 1% hits; AID 588453, 2011; further: on the % scale 0 is the no-effect control and ±100 the full control effect; nearly all actives have a fitted effect of over 65% in size
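Rat TrxR1 (90 nM in the dispensed reagent) was pre-reduced with 400 uM NADPH for 5 min at room temperature, then incubated with compound for 15 min. After 400 uM selenite was added, NADPH fluorescence (Ex 340/Em 450 nm) was followed for 8 min.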
RXFP1 agonist – qHTS Assay for Agonists of the Relaxin Receptor RXFP1. HEK293T-RXFP1 cAMP TR-FRET, 30 min; response scale: percent of porcine relaxin response, buffer zero. 370,000 compounds, 0.3% hits. Potency, µM (titrated, usually from 57.5 µM), without a hit: at the top dose activation, hits mostly activators. Relaxin receptor 1 (Homo sapiens), Q9HBX9; further: on the % scale 0 is the no-effect control and ±100 the full control effect; nearly all actives have a fitted effect of over 60% in size; many of its hits are not listed in these tables
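HEK293 cells stably expressing RXFP1, treated 30 min at 37C with compounds plus PDE4 inhibitor Ro 20174; cAMP measured by HTRF TR-FRET. Normalized to buffer and 29 nM porcine relaxin; EC50 by Hill fit.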
An asterisk follows results filed as active; ? = inconclusive; · = not tested or not shown; [ ] = remark or other dose. The call rests on the fitted dose curve; in most records, active means well fitted curve in the direction sought with a large enough effect; inconclusive means small, poorly fitted or top-dose-only effect, or another doubt; inactive means no such curve, though single readings can be large; an effect the other way counts as inactive or inconclusive. Potency means the concentration at half of the fitted maximal effect.

mol,TrxR1 substrate,Vif-APOBEC3F blk,12-LOX inh,IDH1 R132H inh,RGS4 inhibitor,Vif-A3G inh,USP1-UAF1 inh,rTrxR1 inhibitor,RXFP1 agonist
O=C1NC2(CCCCC2)C(=O)N1CC(=O)N(Cc1ccccc1)c1ccccc1,-1%,-16%,-9%,-7%,-23%,-1%,-7%,-1%,1.1%
COc1ccc(C(=O)CC(=O)C(=O)Nc2ccc(C)cc2Cl)cc1,8%[57.1 µM],-5%,1%,0%,5%,0%,-7%,-12%[57.1 µM],-2.2%
O=C1/C(=C/c2cccs2)COc2ccccc21,-1%,-36%,-19%,4%,-31%,?,-19%,-11%,0.1%
CCCCCCC(NC(=O)c1ccc(C)cc1)C(=O)O (configuration not stated),-4%,10%,5%,1%,25%,2%,-8%,8%,·
Cc1cc2n(n1)C(c1ccc3c(c1)OCO3)Nc1c(C)cccc1-2 (configuration not stated),-5%,-2%,-22%,2%,29%,-1%,-11%,-7%,1.4%
COc1ccc(NC(=O)Cc2ccccc2F)cn1,2%[57.1 µM],-4%,-16%,5%,-4%,3%,-5%,1%[57.1 µM],-1.2%
Cc1cc(C)cc(C(=O)Nc2ccncc2)c1,5%,-12%,-6%,4%,1%,-6%,4%,36%[activator],2.1%
Oc1ccc(C=NNc2nc3ccccc3s2)c(O)c1,0%,1%,-4%,0%,6%,-15%,-21%,14%,·
Nc1ncncc1-c1ccc([N+](=O)[O-])cc1,-3%[57.1 µM],2%,-1%,-3%,0%,1%,-12%,1%,-0.4%
Cc1ccc(C(=O)N2CCCc3ccccc32)c(Cl)c1,·,1%,-15%,13%,·,1%,-22%,·,·
COc1cc(/C=C/C(=O)OCC(=O)NCCCc2ccccc2)ccc1O,-9%,8%,5%,3%,-23%,1%,-10%,-21%,·
CCc1ccccc1NC(=O)CSc1nnc2ccc3ccccc3n12,3%,-22%,0%,-1%,3%,-13%,-4%,19%,18%
COC(=O)c1ccc(NC(=O)CSc2nc(C)cc(=O)[nH]2)cc1,-7%,-3%,-18%,4%,1%,-2%,-19%,-2%,-0.7%
CCOc1ccc(S(=O)(=O)n2c(C)nc3ccccc32)cc1,5%,4%,?,1%,13%,-16%,1%,17%,3.5%
c1ccc2c(c1)OCC(CNc1ncnc3nc[nH]c13)O2 (configuration not stated),0%,4%,-12%,-5%,10%,0%,-23%,0%,0.3%
CCn1c2ccccc2c2cc(/C=N/n3cn[nH]c3=S)ccc21,-2%,1%,?,1%,-42%,1%,-15%,?,6.6%
Cc1ccc(-c2nc(SCC(=O)N(C)c3c(N)n(Cc4ccccc4)c(=O)[nH]c3=O)n[nH]2)cc1,8%,3%,389%[activator],28%,-3%,-1%,-28%,24%,1.4%
C[n+]1ccn(CC(=O)c2ccc(Br)cc2)c1,-1%,-4%,0%,8%,11%[11.4 µM],-2%,-17%,6%,2.3%
Cc1csc(NC(=O)c2ccc(Cn3nc(C)c(Br)c3C)o2)n1,-7%[57.1 µM],1%,-23%,-5%,5%,-3%,-17%,-3%[57.1 µM],0.0%
COc1ccccc1CNC(=O)C1CCC(CNS(=O)(=O)c2ccc(C)cc2)CC1 (configuration not stated),-2%,-20%,4%,-2%,-26%[56.9 µM],-1%,-5%,3%,-0.6%
CCCCNC(=O)C1=CC(c2ccc3c(c2)OCO3)=NS(=O)(=O)N1C,1%,5%,-14%,-6%,13%,1%,-34%,18%,1.5%
O=C(NCCN1CCCCC1)c1ccc(/C=N/O)nc1,-2%,-6%,?,8%,-1%,4%,-17%,14%,-2.3%
O=C1CCC(C(=O)N2CCN(c3ccccc3)CC2)CN1Cc1ccc(Cl)cc1 (configuration not stated),·,0%,-5%,4%,·,6%,-24%,·,·
Cc1ccc(/C=N\NC(=O)C2CN(S(=O)(=O)c3ccccc3)CCN2S(=O)(=O)c2ccccc2)cc1 (configuration not stated),11%[57.1 µM],-38%,11%,3%,-29%,-7%,-19%,13%[57.1 µM],-0.1%
Cc1cc(N/C(=N\S(=O)(=O)c2ccc(F)cc2F)c2ccccc2)no1,4%,-6%,0%,6%,13%,2%,-7%,25%,-2.1%
Cc1cccc(C(=O)Oc2ccc(/C=N/NC(=O)c3ccc(O)cc3)cc2)c1,-8%,-13%,346%[activator],0%,10%,-12%,-6%,-10%,1.6%
CCOC(=O)c1cnn2c(C(F)(F)F)cc(-c3ccco3)nc12,53%[activator][57.1 µM],-1%,0%,6%,3%,2%,-2%,19%[57.1 µM],-0.2%
O=C1Cc2cc(O)ccc2O1,8%[57.1 µM],?,-7%,0%,-1%,-16%,?,6%[57.1 µM],·
CCN1C(=O)/C(=C\N2CCN(c3ccc(F)cc3)CC2)SC1=S,0%,-26%,-29%,3%,-18%,?,-8%,14%,1.9%
Cc1ccc2c(c1)C1CN(C)CCC1N2CC(=O)N(C)c1ccccc1 (configuration not stated),1%,1%,?,1%,5%,-1%,-22%,-7%,0.2%

Whole records, looked up by structure.
Entry for `O=C(NCCN1CCCCC1)c1ccc(/C=N/O)nc1` = TrxR1 substrate = -2%; Vif-APOBEC3F blk = -6%; 12-LOX inh = ?; IDH1 R132H inh = 8%; RGS4 inhibitor = -1%; Vif-A3G inh = 4%; USP1-UAF1 inh = -17%; rTrxR1 inhibitor = 14%; RXFP1 agonist = -2.3%
Entry for `COc1ccc(NC(=O)Cc2ccccc2F)cn1` = TrxR1 substrate = 2%[57.1 µM]; Vif-APOBEC3F blk = -4%; 12-LOX inh = -16%; IDH1 R132H inh = 5%; RGS4 inhibitor = -4%; Vif-A3G inh = 3%; USP1-UAF1 inh = -5%; rTrxR1 inhibitor = 1%[57.1 µM]; RXFP1 agonist = -1.2%

(next part)
mol,TrxR1 substrate,Vif-APOBEC3F blk,12-LOX inh,IDH1 R132H inh,RGS4 inhibitor,Vif-A3G inh,USP1-UAF1 inh,rTrxR1 inhibitor,RXFP1 agonist
Cc1ccsc1/C=N/NC(=O)c1ccc(Cn2cc(Br)cn2)o1,-3%,-2%,0%,1%,-7%,-5%,1%,1%,-0.7%
Cc1ccc(S(=O)(=O)N(C)Cc2ccc(C(=O)NN=C(CC(C)C)CC(C)C)cc2)cc1,-8%,-4%,-9%,0%,-34%,0%,-24%,-9%,0.8%
O=C(COc1ccc(F)c(Cl)c1)NC(=O)NC1CCCC1,·,-11%,-16%,6%,·,-6%,-30%,·,·
CCCOc1ccc(N2C(=O)CC(N3CCN(S(=O)(=O)c4ccccc4)CC3)C2=O)cc1 (configuration not stated),-4%,-1%,-6%,-4%,-12%,0%,-26%,-8%,0.8%
Cc1ccnc(NC(=O)COc2ccc3c(c2)CCC3)c1,4%,-15%,-10%,3%,-16%,-3%,-16%,23%,0.4%
COc1ccc(-c2ccc(NCCC3=CCCCC3)nn2)cc1OC,9%,-6%,-9%,9%,12%,2%,-16%,11%,-0.3%
CC(Oc1ccccc1[N+](=O)[O-])C(=O)N/N=C/c1ccoc1 (configuration not stated),-11%,0%,10%,0%,17%,0%,-8%,-14%,0.3%
CCOC(=O)N1CCN(C(c2ccc(F)cc2)c2sc3nc(C)nn3c2O)CC1 (configuration not stated),5%[57.1 µM],1%,1%,15%,-5%,-3%,-19%,10%[57.1 µM],0.2%
Cc1nn(CCS(=O)(=O)c2ccc(Cl)cc2)c(C)c1Br,9%[57.1 µM],-4%,230%[activator],7%,-22%,-2%,-12%,25%[57.1 µM],3.3%
CN(C)c1ccc(/C=N/NC(=O)c2cccc(C(=O)N/N=C/c3ccc(N(C)C)cc3)n2)cc1,-6%,-1%,-2%,2%,-3%,1%,-1%,7%,0.0%
CSc1ccc(/C=N/Nc2nc(C)cc(=O)[nH]2)cc1,4%[57.1 µM],13%,-1%,3%,-10%,-1%,-17%,15%[57.1 µM],0.1%
CC(C)c1ccc(C2OCCCO2)cc1,-5%,?,-2%,1%,31%,0%,1%,0%,·
CN(Cc1nc(-c2cccs2)no1)CC1(N2CCOCC2)CCCCC1,17%,-26%,17%,-9%,11%,0%,-21%,14%,-0.7%
CC[C@]1(C(=O)OC)[C@H]2C(=O)N(C)C(=O)[C@H]2[C@H]2CN(C)C(=NC)N21,-1%,0%,-28%,5%,-2%,0%,-8%,20%,·
O=C(NCc1ccc(Cl)cc1)c1cc(-c2cccs2)on1,6%[57.1 µM],0%,0%,-1%,-42%,1%,-17%,2%[57.1 µM],0.7%
CCOc1ccc(C(=O)Nc2cccc(SC)c2)cc1,5%[57.1 µM],-11%,0%,17%,-5%,0%,-9%,3%[57.1 µM],0.4%

An excerpt, so the mix of outcomes need not match the whole.
